Mcl1-Bid inh = disrupts binding of human Mcl-1 to Bid peptide | Q07820 | TR-FRET Mcl-1/Bid-Dy647 peptide binding, 1536-well | inhibition, % at 21.7 µM | 220,000 tested, 0.97% active;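 active = compounds that cut the binding signal by more than half at the single screening dose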;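 note: His-tagged Mcl-1 with europium anti-His antibody binding Bid BH3 peptide; 0% = Mcl-1 plus peptide wells and 100% = peptide-only wells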
Bim-Bcl-W = inhibitors of Bim-Bcl-W interaction, human. bead-based flow cytometry, Bim peptide-Bcl-W binding. 190,000 tested, 0.02% active. Q92843. inhibition, % at 10 µM;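 note: 0% = bound tracer without compound and 100% = peptide blocker; higher means less fluorescent Bim peptide bound to Bcl-W beads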
Target sequence (Q92843 whole entry, looked up): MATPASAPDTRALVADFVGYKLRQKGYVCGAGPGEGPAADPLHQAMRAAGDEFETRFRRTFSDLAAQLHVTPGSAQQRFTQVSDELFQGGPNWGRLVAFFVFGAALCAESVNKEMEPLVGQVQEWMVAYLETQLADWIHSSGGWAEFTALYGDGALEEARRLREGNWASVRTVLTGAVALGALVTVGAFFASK
GSH fluor = compound fluoresces at 488/530 nm on GSH beads | AID 1776 | fluorescence (KMESF) at 10 µM | 190,000 tested, 0.25% active | GSH beads flow cytometry, compound fluorescence 488/530 nm; active compounds read high; in the data active = fluorescence above about 89;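 note: glutathione beads carrying GST-tagged Bcl family fusion proteins plus one bare bead set; values are compound well signal with DMSO vehicle wells as background; inactives centre near 16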
RGS7-Gao = human RGS7-Galphao interaction regulation | P09471 | Multiplexed bead flow cytometry, RGS7-Galphao binding; actives lie on both sides | binding response (% of control), % at 10 µM | 220,000 tested, 0.35% active; in the data active = binding response below about 49% or above about 150%; inconclusive = no clear call, values can overlap the other calls; inactive = in between;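 note: fluorescent Galphao held in activated GDP-AlF4 state binding bead-coupled RGS7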
Target sequence (P09471 whole entry, looked up): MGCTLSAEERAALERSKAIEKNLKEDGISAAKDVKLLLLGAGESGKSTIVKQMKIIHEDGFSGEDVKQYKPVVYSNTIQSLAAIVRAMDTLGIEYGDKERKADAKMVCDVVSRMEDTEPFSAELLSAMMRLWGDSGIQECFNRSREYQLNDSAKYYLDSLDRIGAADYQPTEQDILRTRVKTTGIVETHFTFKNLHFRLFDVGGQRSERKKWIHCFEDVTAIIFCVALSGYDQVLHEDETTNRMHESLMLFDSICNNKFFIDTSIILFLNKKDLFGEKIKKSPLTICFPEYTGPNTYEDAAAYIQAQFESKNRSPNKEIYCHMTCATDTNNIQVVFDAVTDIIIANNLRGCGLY
Bim-Bfl-1 = disrupts Bim binding to human Bfl-1. Q16548. Bead-based flow cytometry, Bim-Bfl-1 binding inhibition. inhibition, % at 10 µM. 190,000 tested, 0.12% active. AID 1008;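 note: 0% = wells without compound plus tracer and 100% = blocker peptide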
Bim-Mcl-1 = human Bim-Mcl-1 interaction inhibition; Bead-based flow cytometry, Bim peptide-Mcl-1 binding; inhibition, % at 10 µM; 190,000 tested, 0.1% active;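 note: 0% = no compound tracer wells and 100% = peptide blocker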
RGS8-Gao = modulates binding of RGS8 to human Galphao. P09471. multiplexed bead flow cytometry; actives lie on both sides. response (percent of control binding), % at 10 µM. 220,000 tested, 0.34% active; in the data active = response below about 60% or above about 140%; inactive = in between;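 note: Galphao activated as the GDP aluminium fluoride complex binding bead-coupled RGS8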
Bcl-XL Bim block = human Bim-Bcl-XL interaction inhibition; Bim peptide-Bcl-XL binding, bead flow cytometry, fluorescence; AID 1007; inhibition, % at 10 µM; 190,000 tested, 0.04% active; Q07817
Target sequence (Q07817 whole entry, looked up): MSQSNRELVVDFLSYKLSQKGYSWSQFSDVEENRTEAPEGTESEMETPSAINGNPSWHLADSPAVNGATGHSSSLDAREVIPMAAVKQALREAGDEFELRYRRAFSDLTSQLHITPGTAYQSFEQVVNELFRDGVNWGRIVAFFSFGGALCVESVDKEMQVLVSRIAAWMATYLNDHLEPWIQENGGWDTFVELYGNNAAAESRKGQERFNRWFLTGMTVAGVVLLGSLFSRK
Bim-Bcl-2 = human Bim-Bcl-2 interaction inhibition | Bead-based flow cytometry, Bim peptide-Bcl-2 binding | inhibition, % at 10 µM | 190,000 tested, 0.06% active | AID 950; in the data active = inhibition above about 40%; inconclusive = no clear call, values can overlap the other calls;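 note: 0% = no compound wells with probe peptide and 100% = reference peptide inhibitor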
Target sequence (P10415 whole entry, looked up): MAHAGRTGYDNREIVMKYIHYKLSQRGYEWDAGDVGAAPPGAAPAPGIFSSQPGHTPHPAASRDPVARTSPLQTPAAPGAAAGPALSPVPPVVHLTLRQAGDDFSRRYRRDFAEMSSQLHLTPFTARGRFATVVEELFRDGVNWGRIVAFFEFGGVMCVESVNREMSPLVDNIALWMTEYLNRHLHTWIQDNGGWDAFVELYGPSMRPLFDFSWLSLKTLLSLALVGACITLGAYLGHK
RGS4-Gao reg = human RGS4-Galphao interaction regulation; P09471; Multiplexed bead flow cytometry, RGS4-Galphao binding; actives lie on both sides; binding response (% of control), % at 10 µM; 220,000 tested, 0.33% active; AID 1415; in the data active = binding response below about 49% or above about 150%; inactive = in between;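 note: fluorescent Galphao activated with aluminum fluoride binding bead-coupled RGS4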
Bcl-B Bim block = disrupts Bim peptide binding to human Bcl-B | Q9HD36 | bead-based flow cytometry | inhibition, % at 10 µM | 190,000 tested, 0.073% active | AID 951;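 note: 0% = tracer peptide without compound and 100% = reference inhibitor peptide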
The depositor's hits bear a star; u = inconclusive; x = not tested or not shown. Cut-off read from the data, not from the text of the source, unless noted: active = inhibition above about 40%.

SMILES	Mcl1-Bid inh	Bim-Bcl-W	GSH fluor	RGS7-Gao	Bim-Bfl-1	Bim-Mcl-1	RGS8-Gao	Bcl-XL Bim block	Bim-Bcl-2	RGS4-Gao reg	Bcl-B Bim block
S=C1NC2(CCCCC2)NN1c1ccccc1	-42	-3	10	98	-6	0	96	-4	-4	99	-13
CCC(CC)C(=O)Nc1nnc(-c2cccs2)s1	14	-1	41	104	-1	16	95	-1	0	100	-5
CCOC(=O)c1ccc(CNC(=O)Cn2nnc(-c3cccc(C)c3)n2)o1	-11	0	10	105	-6	0	105	-2	-3	102	-3
Cc1ccnc(NC(=O)CCC(=O)N(CC(=O)NCc2ccccc2)c2ccc3c(c2)OCO3)c1	-5	1	23	99	2	3	99	5	20	98	0
O=C(Nc1nnc(-c2ccc(Cl)cc2)o1)c1cccc(N2C(=O)CCC2=O)c1	10	0	8	110	-6	-2	125	0	-10	106	-2
CC1CCN(S(=O)(=O)c2cccc(-c3csc(-c4cccnc4)n3)c2)CC1	-9	1	12	103	-10	-2	98	-6	-9	97	-5
CCCCn1c(NCc2cccs2)nc2ccccc21	-9	1	23	u	5	0	101	0	1	101	5
O=C(NCCCCCCCCCNC(=O)C(F)(F)F)C(F)(F)F	-22	0	22	100	-14	-1	102	-2	-4	98	-5
COC(=O)c1[nH]nc2c1C(=O)N(Cc1ccccc1)C2=O	11	1	68	99	-6	1	101	-2	-1	99	-3
CC1CCc2c(nc3ncnn3c2NCCc2ccccc2F)C1 (stereo not drawn)	9	0	14	101	5	3	102	0	0	99	4
COc1ccc(OC)c(C(=O)c2ccc(C(=O)N3CCN(Cc4csc(C)n4)CC3)cc2)c1	-18	-5	12	u	-6	-2	99	-4	0	100	-7
Cc1nn(CC(=O)c2ccc(Cl)cc2Cl)c(C)[n+]1N	-2	-3	17	101	-6	-4	99	-4	-8	103	-3
CC1CCC2C(=O)N(c3ccc(C(=O)NCc4ccccc4)cc3)C(=O)C2C1 (stereo not drawn)	-1	-1	7	101	0	-3	105	-4	0	102	-5
CCC(=O)Nc1ccccc1C(=O)N1CCCC1	-4	3	49	97	-10	-2	99	-12	-8	96	-9
COc1ccc(C2C(C(C)=O)=C(O)C(=O)N2c2nc3ccccc3s2)cc1OC (stereo not drawn)	-29	-4	15	102	-7	-2	100	-2	-1	100	-4
O=[N+]([O-])c1cccnc1N1CCOCC1	0	-3	16	100	0	0	104	-3	-3	100	1
Fc1ccc(CSc2nnc(-c3cccnc3)n2Cc2ccco2)cc1	-24	9	22	103	6	1	100	1	5	104	-1
O=C(c1cc2ccccc2oc1=O)N1CCN(c2ccc(N3CCOCC3)nn2)CC1	-25	0	19	104	-9	-2	104	-9	-6	106	-5
C=CCC(O)(CCN1CCCCC1)c1ccccc1 (stereo not drawn)	-18	0	11	101	1	0	100	-1	-1	102	0
CCOc1ccc(-n2c(=O)[nH]cc(C(=O)N3CCCc4ccccc43)c2=O)cc1	-2	0	10	96	-9	2	99	0	-2	96	-6
Cc1c(NC(=O)c2ccccc2NS(=O)(=O)c2ccc(Br)cc2)c(=O)n(-c2ccccc2)n1C	8	0	15	103	-4	-2	102	-3	-2	103	-1
CCOc1ccc(/C(O)=C2/C(=O)C(=O)N(CCCn3ccnc3)C2c2cccs2)cc1Cl (stereo not drawn)	-24	-2	21	98	-1	-1	101	-5	-1	102	0
O=C(c1cc2c(=O)n3ccccc3nc2s1)N1CCOCC1	x	0	34	99	-1	1	98	0	0	98	0
COc1ccc(Cn2c(-c3ccc(Cl)cc3)c[n+]3ccccc23)cc1	5	6	10	105	1	8	102	-2	-2	103	-2
O=C(c1ccc(S(=O)(=O)N2CCOCC2)cc1)N(c1ccc(F)cc1)C1C=CS(=O)(=O)C1 (stereo not drawn)	-26	4	45	93	-9	0	99	-7	-6	98	-7
O=C(Nc1cc(C(F)(F)F)ccc1N1CCOCC1)c1cccs1	-6	3	13	100	0	4	102	1	1	108	0
Cc1cc(-c2ccccc2)nc2cc(C(N)=O)nn12	-4	3	20	100	-4	-1	101	0	-4	101	-5
O=C(NCCc1ccccc1)c1cnc2n(c1=O)CCS2	-16	-1	9	103	-10	-1	103	0	-4	103	-3
O=C(COC(=O)C1(c2ccccc2F)CCCC1)N1CCc2ccccc21	15	-2	17	99	-5	-3	98	-6	-1	99	2
CCOC(=O)c1ccc(S(=O)(=O)NCC(c2ccc(N(C)C)cc2)c2c[nH]c3ccccc23)cc1 (stereo not drawn)	-23	-2	9	101	-9	-2	101	-6	-7	103	-5

Compound profiles (already shown). Values in the order: Mcl1-Bid inh	Bim-Bcl-W	GSH fluor	RGS7-Gao	Bim-Bfl-1	Bim-Mcl-1	RGS8-Gao	Bcl-XL Bim block	Bim-Bcl-2	RGS4-Gao reg	Bcl-B Bim block
`Cc1c(NC(=O)c2ccccc2NS(=O)(=O)c2ccc(Br)cc2)c(=O)n(-c2ccccc2)n1C` reads 8	0	15	103	-4	-2	102	-3	-2	103	-1
`O=C(c1ccc(S(=O)(=O)N2CCOCC2)cc1)N(c1ccc(F)cc1)C1C=CS(=O)(=O)C1` (stereo not drawn) reads -26	4	45	93	-9	0	99	-7	-6	98	-7

Next entries:
SMILES	Mcl1-Bid inh	Bim-Bcl-W	GSH fluor	RGS7-Gao	Bim-Bfl-1	Bim-Mcl-1	RGS8-Gao	Bcl-XL Bim block	Bim-Bcl-2	RGS4-Gao reg	Bcl-B Bim block
O=C(NCCCN1CCCC1=O)c1ccc2c(=O)n(-c3ccccc3F)c(=S)[nH]c2c1	-43	-4	10	95	-5	-3	97	-5	-2	98	-4
O=C(c1ccc(Cl)cc1[N+](=O)[O-])N(Cc1ccccc1)Cc1ccccc1	-8	-1	7	98	0	-2	90	-1	0	85	-4
COc1ccc(NC(=O)CSc2nc3ccccc3c(=O)n2CCC(=O)N2CCCCC2)cc1	-4	-1	27	101	0	0	97	1	-1	99	-3
O=C(CNS(=O)(=O)c1ccc(F)c(Cl)c1)N1CCCCCC1	-6	-1	6	102	-2	-1	100	-3	-2	96	-4
COC(=O)c1ccc(CSc2nnc(Nc3cccc(OC)c3)s2)o1	-31	3	14	101	-12	0	100	0	-2	102	-2
Cc1c(Nc2nc3ccccc3nc2NS(=O)(=O)c2ccccc2)c(=O)n(-c2ccccc2)n1C	7	0	14	101	-1	0	106	0	-2	105	0
CN(C)S(=O)(=O)N1CCCC(C(=O)c2ccc(C(F)(F)F)cc2)C1 (stereo not drawn)	-10	1	24	100	-5	3	105	0	0	104	-2
Cc1cccnc1NC(=O)c1cc2ccccc2oc1=O	3	0	11	94	3	7	98	1	0	97	0
On1c2c(c3c4nonc4ccc31)CCCC2	-24	3	28	99	6	4	102	-1	4	98	-1
CC1Cc2ccccc2N1C(=O)COC(=O)c1cccnc1Cl (stereo not drawn)	-3	0	17	99	-1	0	102	2	2	102	-1
Cc1nnc(NC(=O)Cn2cnc3c2c(=O)n(C)c(=O)n3C)s1	-5	-1	31	102	-2	0	102	-4	-2	103	0
OCCCCNc1cccc2ccccc12	-35	2	12	101	8	0	98	0	2	103	-1
CCOC(=O)CSc1nc(C)cc(C)c1C(N)=O	-43	0	20	100	-3	0	100	-3	-2	103	0
Cc1ccccc1OCCN1CCC(Cc2ccccc2)CC1	-13	-2	21	99	0	-3	98	2	-2	97	-2
CN1CCN(C(=O)c2ccccc2N(Cc2ccccc2)S(C)(=O)=O)CC1	-6	-3	26	107	-6	0	106	-6	-8	106	-8
O=C1OCCN1C(=O)[C@H]1[C@H](c2ccc(F)cc2)C(c2ccc(F)cc2)=NN1c1ccc(Br)cc1	-6	-3	17	102	2	-2	101	-5	0	102	-2
Cc1ccnc(SCC(=O)c2ccc([N+](=O)[O-])cc2)n1	0	-4	10	104	-3	-6	103	-15	-10	105	-19
Cc1ccc(NC(=O)CC2C(=O)NC3CCCCC3N2C(=O)c2ccc(F)cc2)cc1C (stereo not drawn)	10	-1	26	100	-2	2	101	-4	-6	104	-1
O=C(NCc1ccc(F)cc1)C1CCC(=O)N1CCc1ccccc1 (stereo not drawn)	-7	0	21	98	-8	0	107	-5	-9	104	-8
CC(=O)Nc1nnc(C)s1	-6	1	20	104	0	-1	101	-3	-3	100	-3
Cc1ccc2nc(C)cc(C(=O)OCC(=O)Nc3c(C)n(C)n(-c4ccccc4)c3=O)c2c1	-17	-1	10	102	-3	0	102	-3	-2	105	-3
CC(C)[C@H](NC(N)=O)C(=O)Nc1ccc(Oc2ccccc2)cc1	-9	0	9	100	-5	-8	101	-2	0	100	-2
CCOC(=O)c1ccc(NC(=O)Nc2ccc(F)cc2)cc1	14	-3	11	97	-2	-13	101	-3	1	98	-2
Cc1nn(Cc2ccccc2)c(Cl)c1C(=O)OCC#N	-11	-4	12	105	-14	-4	108	-4	-4	108	-8
NC(=O)C1CCN(C(=O)c2ccc(-c3ccccc3)cc2)CC1	-1	-2	11	105	-2	0	102	-4	0	106	0
CCOCCCNC(=O)C1CCC(CNS(=O)(=O)c2cccc3nsnc23)CC1 (stereo not drawn)	3	5	10	104	0	0	104	0	0	105	-1
COc1ccc(/C=C/C(=O)c2ccc[nH]2)c(OC)c1OC	-9	-2	15	103	-1	0	104	-7	-2	100	-3
Cc1cc(NC(=O)CSc2nnc(Nc3ccccc3F)s2)no1	-5	0	15	u	-8	-2	103	-5	-3	100	-7
Cn1ccnc1SC(=O)N1c2ccccc2Sc2ccccc21	-4	-3	32	100	-17	-4	98	-7	-8	102	-16
COc1ccc2c(c1)[nH]c1c(=O)n(Cc3ccccn3)cnc12	-6	0	12	100	-10	-3	105	-4	-10	100	-4
COc1ccc(/C=C(/C#N)C(=O)Nc2cc(C)ccc2C)cc1C(=O)O	12	4	10	92	1	4	94	1	1	84	-1
COC(=O)C1(CCSC)NC(c2ccccc2OC)C2C(=O)N(C)C(=O)C21 (stereo not drawn)	-16	3	58	98	-12	0	100	-3	-5	100	-9
CC(C)C(=O)N(Cc1cc2ccccc2[nH]c1=O)C(C)(C)C	-13	-1	6	98	-11	2	101	-3	-2	102	-2
Cc1nc2ccccc2c(=O)n1C1CCCCCC1	-28	0	19	105	-2	-2	102	-3	-2	94	0
COc1cc2c(cc1OC)CN(Cc1ccc(OC)c(C)c1OC)CC2	19	0	25	94	-9	-1	99	2	-5	93	-7
COc1cccc(CNc2cc(CSc3ccc(Cl)cc3)nc(C)n2)c1	16	-1	10	104	-9	-1	104	-3	-10	100	-12
O=C(COC(=O)c1ccc(O)cc1)NCCC1=CCCCC1	-20	-2	59	103	-13	-4	101	-4	-6	101	-6
O=C(NC1C=CS(=O)(=O)C1)c1sc2ccccc2c1Cl (stereo not drawn)	-17	1	15	100	-8	1	96	0	-3	89	-4
COC(=O)c1cccc(NC(=O)c2cccnc2C(=O)O)c1C	-14	0	22	102	-5	1	101	-4	-1	95	-5
Cc1ccc(N/C(N)=N/c2nc3c(c(=O)[nH]2)CCCC3)c(C)c1	-11	-3	17	95	0	-3	98	-5	-1	98	-1

Screens deposited in PubChem BioAssay by several laboratories.
